MrgX1 antag = antagonists of human MrgX1 receptor, primary screen, HEK293 cells, Fluo-4 calcium flux | Mas-related G-protein coupled receptor member X1 (Homo sapiens), Q96LB2 | BAM8-22 antagonism; active compounds read low | B-score at 10 µM | 310,000 compounds, 1.3% hits | AID 588676, 2011;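 active means calcium-response B-score plate-corrected more than 3 library SD below zero, starting fluorescence within 5 deviations, no agonist response on first addition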;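 further: peak minus trough fluorescence over baseline after final BAM8-22 challenge near maximal dose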
TRPC6 act = mouse TRPC6 channel activators, primary screen, cell-based, HEK293, membrane potential dye | Short transient receptor potential channel 6 (Mus musculus), Q61143 | HEK293-TRPC6 membrane potential dye fluorescence; active compounds read high | B-score at 10 µM | 310,000 compounds, 0.13% hits | AID 2550, 2010;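 active means B-score of the integrated fluorescence ratio above library mean plus 3 SD, and starting fluorescence ratio within library mean plus 5 SD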;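 further: higher score means more depolarization so channel activation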
TRPC4 agonist = activators of mouse TRPC4 channel, primary screen, Fluo4 calcium, HEK293 TRPC4beta/mu-opioid cells; Fluo4 calcium fluorescence; active compounds read high; B-score at 10 µM; 310,000 compounds, 0.49% hits; AID 2237, 2010;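 active means B-score above 5 SD of library B-scores, and initial fluorescence ratio not above library mean plus 5 SD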;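 further: positive B-score marks a calcium rise read as TRPC4 activation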
Target sequence (Q9QUQ5 whole entry, looked up): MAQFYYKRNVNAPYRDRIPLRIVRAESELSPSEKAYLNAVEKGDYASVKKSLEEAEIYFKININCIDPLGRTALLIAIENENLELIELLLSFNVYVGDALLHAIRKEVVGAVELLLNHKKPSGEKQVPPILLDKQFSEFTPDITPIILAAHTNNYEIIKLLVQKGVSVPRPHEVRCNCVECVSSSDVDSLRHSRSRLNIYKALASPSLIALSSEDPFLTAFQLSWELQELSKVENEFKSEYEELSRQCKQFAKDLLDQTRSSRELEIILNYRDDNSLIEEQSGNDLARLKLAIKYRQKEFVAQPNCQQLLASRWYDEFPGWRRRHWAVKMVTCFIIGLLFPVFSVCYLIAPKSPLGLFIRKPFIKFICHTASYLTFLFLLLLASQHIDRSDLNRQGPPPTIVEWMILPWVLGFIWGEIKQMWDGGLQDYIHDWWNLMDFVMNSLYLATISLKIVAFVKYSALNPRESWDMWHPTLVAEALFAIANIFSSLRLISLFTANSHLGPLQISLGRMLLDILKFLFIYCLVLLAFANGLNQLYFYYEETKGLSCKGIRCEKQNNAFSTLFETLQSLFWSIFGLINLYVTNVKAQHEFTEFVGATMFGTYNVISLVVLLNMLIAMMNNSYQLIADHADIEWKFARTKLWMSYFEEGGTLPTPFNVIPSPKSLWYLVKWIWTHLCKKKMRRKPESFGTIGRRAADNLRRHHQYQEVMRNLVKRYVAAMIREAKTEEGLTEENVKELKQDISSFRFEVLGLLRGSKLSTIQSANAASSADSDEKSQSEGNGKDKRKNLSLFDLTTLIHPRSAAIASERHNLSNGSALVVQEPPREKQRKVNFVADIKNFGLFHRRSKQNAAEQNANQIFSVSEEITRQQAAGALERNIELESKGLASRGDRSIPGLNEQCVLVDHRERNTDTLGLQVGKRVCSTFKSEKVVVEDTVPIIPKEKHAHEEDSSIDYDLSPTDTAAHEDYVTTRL
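System: HEK293 cells stably co-expressing mouse TRPC4beta and mu-opioid receptor; Schedule: Fluo4 dye loading 45 min at room temperature, 110 s recording; Detection: Fluo4 fluorescence, kinetic; Evaluation: B-scored integrated calcium fluorescence ratio; Controls: buffer (low) and maximal DAMGO (high).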
HIF activator = HIF pathway transcriptional activators, primary screen, cell-based, U2OS HRE-luciferase, luminescence; U2OS HRE-luciferase reporter; normalized: DMSO 0%, desferrioxamine 100%; activation, % at 7.5 µM (by protocol); 300,000 compounds, 0.32% hits; AID 1910, 2009;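 active means mean activation of at least 10% of the iron chelator positive control signal, with at least half of replicates also reaching 10%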
TRPC4 inh = inhibitors of mouse TRPC4 channel, primary screen, Fluo4 calcium, HEK293 TRPC4beta/mu-opioid cells; 300,000 compounds, 0.39% hits; DAMGO-evoked Fluo4 calcium flux; active compounds read low; B-score at 10 µM; Short transient receptor potential channel 4 (Mus musculus), Q9QUQ5;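 active means B-score over 3 SD under the library average, no early fluorescence shift, positive overall ratio signal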
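Assay system: HEK293 cells with stable TRPC4beta plus mu-opioid receptor expression; Probe or stimulus: DAMGO in two steps, submaximal then maximal; Dosing: single-point compound dosing; Measured by: Fluo4 calcium-dye fluorescence, kinetic read; Read-out basis: B score from integrated Fluo4 fluorescence ratio.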
IEC-6 cytotox = cytotoxicity in IEC-6 intestinal epithelial cells, primary screen, cytotoxicity control for KLF5 inhibitor project, cell-based, luminescence | IEC-6 cytotoxicity, luminescence viability | inhibition, % at 5 µM | 290,000 compounds, 0.78% hits; in the data active means inhibition above about 22%;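 further: 0% = plate median of test compound wells and 100% = cytotoxic reference compound wells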
SKKanGAS inh = S. pyogenes SKKanGAS growth inhibitors in kanamycin, primary screen, streptokinase expression inhibitor project, SKKanGAS strain, BacTiter-Glo luminescence; AID 1662, 2009; 6 h; 300,000 compounds, 1.3% hits; inhibition, % at 7.5 µM;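 active means mean replicate score, as percent of positive control median, at least 50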;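 further: strain carries kanamycin resistance gene driven by streptokinase promoter and grows in 40 µg/ml kanamycin; loss of luminescence reflects streptokinase promoter inhibition or plain growth inhibition; 0% = median of DMSO wells and 100% = positive control at its reference dose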
KLF5 inhibitor = KLF5 expression inhibitors, primary screen, DLD-1 cells, luminescence; DLD-1 KLF5 promoter-luciferase reporter; inhibition, % at 5 µM; AID 1700, 2009; 290,000 compounds, 0.23% hits;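 active means inhibition above a per-plate limit of that plate's mean compound inhibition plus 3 SD, cut at about 60% in these data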;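 further: 0% = DMSO wells and 100% = LY294002 at 200 µM; higher means less KLF5 promoter-driven luciferase light; inactives centre near -14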
TRPC4 potent = positive allosteric modulators of TRPC4, primary screen, cell-based, mouse TRPC4beta, HEK293 mu-opioid, Fluo-4 calcium | B-score at 10 µM | DAMGO EC20, Fluo-4 Ca2+ flux; active compounds read high | AID 2227, 2009 | Short transient receptor potential channel 4 (Mus musculus), Q9QUQ5 | 310,000 compounds, 0.42% hits;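 active means B-score of calcium response area above 5 SD of library B-scores, with initial fluorescence ratio within 5 SD of library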;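 further: B-score of integrated fluorescence ratio over time as area under calcium response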
aSyn UTR inh = MLPCN primary screen, SNCA 5' untranslated region. alpha-synuclein 5'UTR reporter, inhibitor activity. inhibition, % (tested at 7.5 µM). 300,000 compounds, 0.82% hits; in the data active means inhibition above about 60%;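 further: H4 neuroglioblastoma cells stably carrying SNCA 5'UTR luciferase fusion; 0% = DMSO wells and 100% = positive control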
TRPC6 inhibitor = mouse TRPC6 channel inhibitors, primary screen, cell-based, HEK293, membrane potential dye; Short transient receptor potential channel 6 (Mus musculus), Q61143; AID 2553, 2010; 310,000 compounds, 1.1% hits; B-score at 10 µM; ACh-evoked depolarization; active compounds read low;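 active means B-score under library mean minus 3 SD, initial fluorescence not abnormally high, positive integrated signal ratio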;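 further: B-score derived from integrated fluorescence ratio over the kinetic read; more negative B-score means stronger inhibition of depolarization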
Active calls of the source: *; i = inactive; . = no result given. No enrichment for hits. Share with any hit: about 5.8%.

SMILES | MrgX1 antag | TRPC6 act | TRPC4 agonist | HIF activator | TRPC4 inh | IEC-6 cytotox | SKKanGAS inh | KLF5 inhibitor | TRPC4 potent | aSyn UTR inh | TRPC6 inhibitor
COc1ccc(Cl)cc1S(=O)(=O)N1CCC(C(=O)N2CCOCC2)CC1 | i | i | i | 0.2 | i | -9 | 2 | -3 | i | 7 | i
CC(NC(=O)c1cccs1)c1ccccc1 (stereo unspecified) | i | i | i | 0.5 | i | . | 6 | . | i | 1 | i
COc1ccccc1CNC(=O)c1cnc2ccccn2c1=O | i | i | i | -0.4 | i | -5 | 0 | -10 | i | 15 | i
CC1(OC(=O)C2CCCC2)C(=O)C=C2C=C(c3ccc(C#N)cc3)OC=C2C1=O (stereo unspecified) | i | i | i | -0.3 | i | . | 15 | . | i | -12 | i
Cc1cc(Cl)c(S(=O)(=O)NCc2cccnc2)cc1OCC(N)=O | i | i | i | -0.4 | i | 1 | 4 | -20 | i | -3 | i
COC(=O)c1cn(C(=O)c2ccc(Cl)cc2)c2ccccc12 | i | i | i | -0.6 | i | 3 | 2 | -10 | i | -2 | i
COc1ccc(-c2cc(C(F)(F)F)nc(SCC(=O)NCCCN3CCOCC3)n2)cc1 | i | i | i | 0.3 | i | -2 | -9 | -8 | i | -7 | i
COC(=O)c1cc(NC(=O)c2cc(-c3ccccc3Cl)oc2C(F)(F)F)ccc1N1CCOCC1 | i | i | i | -0.2 | i | -4 | 13 | -2 | i | 4 | i
Cc1nc2sc(C(=O)O)c(N)c2c2c1COC(C)(C)C2 | i | i | i | 0.0 | i | 2 | 5 | -16 | i | -35 | i
CCCCC(C(=O)NC(C)(C)C)N(Cc1ccco1)C(=O)c1snc(C(N)=O)c1N (stereo unspecified) | i | i | i | 0.2 | i | -6 | 8 | -12 | i | 5 | i
Cc1ccc(NC(=O)COC(=O)CCc2nc3ccccc3c(=O)[nH]2)c(Br)c1 | i | i | i | -0.3 | i | 2 | 4 | -3 | i | 1 | i
COc1ccc(NC(=O)[C@H](C)NC(=O)[C@@H]2Cc3ccccc3CN2C(=O)OC(C)(C)C)cc1 | i | i | i | 0.4 | i | 13 | 5 | 1 | i | -3 | i
Cc1cc(S(=O)(=O)NC2CCCCC2)ccc1-n1cnnn1 | i | i | i | -0.5 | i | 7 | 17 | 16 | i | 3 | i
Cc1nn(-c2ccccc2)c(C)c1-c1nnc(C(F)(F)F)o1 | i | i | i | -0.8 | i | 0 | 3 | -15 | i | -24 | i
Cc1nnsc1-c1nnc(SCC(=O)c2ccc(C#N)cc2)n1C1CC1 | i | i | i | -0.4 | i | -1 | -3 | -16 | i | 20 | i
COc1ccc(CCNC(=O)c2ccccc2OCc2ccccc2)cc1 | i | i | i | 0.1 | i | -1 | 1 | -14 | i | -21 | i
CNC(=S)/N=C/NOCc1ccc(Cl)cc1Cl | i | i | i | -0.2 | i | -3 | -1 | -1 | i | -12 | i
Cc1ccc2nc(SCC(=O)N(CC(C)C)c3c(N)n(Cc4ccccc4)c(=O)[nH]c3=O)[nH]c2c1 | i | i | i | 0.8 | i | 7 | -1 | 8 | i | 12 | i
CC1CCN(C(=S)NC2CCCCC2)CC1 | i | i | i | 0.3 | i | 8 | 3 | 12 | i | 4 | i
O=C(Nc1cccc(F)c1)C1CCN(S(=O)(=O)c2cnc[nH]2)CC1 | i | i | i | -0.6 | i | 3 | 14 | 4 | i | 4 | i
COc1ccc(CCNC(=O)c2cc(C3CC3)on2)cc1OC | i | i | i | 0.1 | i | 6 | 5 | 2 | i | 16 | i
O=C(CSc1nc(-c2ccccc2)nc2c1CCCC2)N1CCOCC1 | i | i | i | -1.2 | i | 2 | 4 | 2 | i | 9 | i
CCN(CC)c1cccc(OC(=O)c2cccnc2Cl)c1 | i | i | i | 1.4 | i | 2 | 0 | -20 | i | 10 | i
COc1ccc(OCC(=O)Nc2ccc(N3CCOCC3)cc2)cc1 | i | i | i | . | i | -4 | -2 | -11 | i | 4 | i
Cc1nc(Nc2ccccc2F)c2oc3ccccc3c2n1 | i | i | i | -0.8 | i | 5 | -5 | -46 | i | -25 | i
COc1ccc(CNC(=O)CN(C)S(=O)(=O)c2ccccc2)cc1 | i | i | i | -0.1 | i | -5 | . | -2 | i | 6 | i
Cc1cc(-n2c(C)cc(C(=O)COc3ccc([N+](=O)[O-])cc3)c2C)no1 | i | i | i | 0.3 | i | 2 | -10 | -5 | i | -8 | i
O=C(c1ccc(Cl)cc1)c1cnc2ccccn12 | i | i | i | 2.8 | i | -3 | -4 | -93 | i | -126 | i
CN(C)CCNC(=O)Nc1ccc(F)cc1F | i | i | i | 0.0 | i | 0 | 15 | -43 | i | -20 | i
CC(C)Oc1ccc(Oc2ccc(C(F)(F)F)cn2)cc1 | i | i | i | 0.6 | i | 2 | 6 | -2 | i | -12 | i
COC(=O)[C@H](C)NC(=O)Nc1ccc(OC(F)(F)F)cc1 | i | i | i | 0.3 | i | 6 | -4 | -12 | i | -21 | i
O=C(CSc1ccccc1)N1CCC(N2CCC(C(=O)N3CCCC3)CC2)CC1 | i | i | i | 0.2 | i | -7 | -4 | -6 | i | -26 | i
Fc1ccc(Nc2nc(-c3ccncc3)nc3ccccc23)cc1 | i | i | i | 0.3 | i | -3 | -7 | -15 | i | -9 | i
CCc1ccc(NC(=O)N(C2CCC(C)CC2)C2CCN(C(C)=O)CC2)cc1 (stereo unspecified) | i | i | i | 1.3 | i | 8 | 0 | -23 | i | -25 | i
NCCn1c(-c2ccccc2)cc(C(=O)O)c1-c1ccccc1F | i | i | i | 0.1 | i | 0 | -4 | 0 | i | 1 | i
O=C(CN1C(=O)CCC1=O)Nc1ccc(Cc2ccc(NC(=O)CN3C(=O)CCC3=O)cc2)cc1 | i | i | i | -0.8 | i | -8 | -3 | -1 | i | -24 | i
CCN(Cc1cnn(C)c1)C(=O)c1cc(COc2cc(C)c(Cl)c(C)c2)on1 | i | i | i | 1.2 | i | 1 | -6 | -2 | i | -15 | i
CC(C)c1ccc(C(O)P(=O)(OC2CCCCC2)OC2CCCCC2)cc1 (stereo unspecified) | i | i | i | -0.6 | i | -1 | 14 | 15 | i | 58 | i
Cc1ccc(/C=C2/SC(=S)N(CC(=O)Nc3ncc(Cc4ccc(C)cc4)s3)C2=O)cc1 | i | i | i | 0.2 | i | -3 | 2 | -38 | i | 13 | i
CSc1nc(C)c(CCOC(=O)c2cccc(C)c2)c(=O)[nH]1 | i | i | i | -0.2 | i | 2 | 15 | -11 | i | 10 | i
O=C(Nc1nc(-c2ccccn2)cs1)c1ccco1 | i | i | i | 2.8 | i | 26* | 59* | -31 | i | 42 | i
CCCNS(=O)(=O)c1ccc(OCC(=O)NCCCOC)cc1 | i | i | i | -0.5 | i | 2 | -4 | -5 | i | -5 | i
O=C(Nc1ccccc1)c1nnsc1S(=O)(=O)c1ccc(Cl)cc1 | i | i | i | -0.2 | i | -2 | 86* | -43 | i | -13 | i
CC1=C(C#N)C(c2ccc3ncccc3c2)C(C#N)=C(C)N1 | i | i | i | . | i | -4 | -7 | -5 | i | 14 | i
CCc1ccccc1NC(=O)c1noc(C(C)C)c1[N+](=O)[O-] | i | i | i | -0.5 | i | -6 | 1 | -16 | i | -1 | i

Some entries already given with just TRPC6 inhibitor, TRPC4 potent and aSyn UTR inh.
smiles,TRPC6 inhibitor,TRPC4 potent,aSyn UTR inh
CSc1nc(C)c(CCOC(=O)c2cccc(C)c2)c(=O)[nH]1,i,i,10
CC1=C(C#N)C(c2ccc3ncccc3c2)C(C#N)=C(C)N1,i,i,14

Additional structures follow:
SMILES | MrgX1 antag | TRPC6 act | TRPC4 agonist | HIF activator | TRPC4 inh | IEC-6 cytotox | SKKanGAS inh | KLF5 inhibitor | TRPC4 potent | aSyn UTR inh | TRPC6 inhibitor
Cc1cc(-c2nnc(SCC(=O)NC3CCCC3)o2)no1 | i | i | i | -0.4 | i | 0 | -2 | -6 | i | -9 | i
Cc1ccc(C2(C)NC(=O)N(CC(=O)Nc3c(C)n(C)n(-c4ccccc4)c3=O)C2=O)cc1 (stereo unspecified) | i | i | i | -0.8 | i | -3 | -8 | -21 | i | 21 | i
O=C(NNC(=S)NC(=O)c1cn(-c2ccccc2)nc1-c1ccccc1)c1ccncc1 | i | i | i | 0.4 | . | 7 | 100* | -4 | i | 32 | i
N=C1S/C(=C\c2ccco2)C(=O)N1c1ccc2c(c1)OCO2 | i | i | i | 0.5 | i | 5 | 2 | -13 | i | -30 | i
CN1CCN(c2ccccc2NC(=O)c2ccc(-c3ccc(Cl)c(Cl)c3)o2)CC1 | i | i | i | 0.7 | i | -4 | 31 | -12 | i | 8 | i
CCn1ccnc1CN1CCCCC1C(=O)Nc1ccc(Oc2cccnc2)cc1 (stereo unspecified) | i | i | i | 3.2 | i | 9 | -1 | 2 | i | -43 | i
COc1ccc(NC(=S)N(CCCN2CCCC(C)C2)Cc2cccs2)cc1 (stereo unspecified) | i | i | i | 0.7 | i | 7 | -5 | -7 | i | -7 | i
CCOC(=O)CSc1nc(C(C)(C)C)cc(C(F)(F)F)c1C#N | i | i | i | -1.3 | i | 1 | 21 | -7 | i | 3 | i
CCN(CCC(=O)Nc1cc(OC)cc(OC)c1)Cc1ccccc1 | i | i | 60* | 0.4 | i | 0 | -3 | -7 | i | -21 | i
CCNc1nc(SCC(=O)Nc2ccc(Cl)c(Cl)c2)nc(N(C)C)n1 | i | i | i | 0.5 | i | 6 | 1 | -24 | i | 31 | i
COc1ccc(S(=O)(=O)N2CCN(c3ccc(C)cc3C)CC2)cc1OC | i | i | i | -0.1 | i | -1 | -14 | 8 | i | 22 | i
O=C(NCCOc1ccc(F)cc1)c1ccccc1SCc1ccccc1 | i | i | i | -0.3 | i | 3 | 0 | 7 | i | -5 | i
